EPAC1 ag – agonists of human EPAC1; O95398; EPAC1 agonist qHTS, biochemical assay; response scale: 100% = response to 6.5 mM cAMP; Potency, µM (series often up to 154 µM), without a hit: top-dose activation, usual class: activators; hit rate 0.073% among 360,000; AID 720707; further: potency means the concentration at half of the fitted maximal effect; nearly all actives have a fitted effect of over 60% in size
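Compounds were pinned as a concentration titration into mixtures of EPAC1 (100 nM), BODIPY-GDP-loaded Rap1B (250 nM) and GDP (50 uM). After 5 min at room temperature, fluorescence was followed for 30 min; activity was scaled to 6.5 mM cAMP.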
PI5P4Ka inh – inhibitors of human PI5P4K alpha; max response, %; hit rate 1.2% among 330,000; PI5P4Kalpha enzyme, ADP-Glo luminescence, 60 min; hits give low values; AID 652105; active means max response of -50% or lower; inconclusive means between -30% and -50%; inactive means -30% or higher; further: value at the top dose of about 77 µM; on the % scale 0 is the no-effect control and ±100 the full control effect
Target sequence (P48426 whole entry, looked up): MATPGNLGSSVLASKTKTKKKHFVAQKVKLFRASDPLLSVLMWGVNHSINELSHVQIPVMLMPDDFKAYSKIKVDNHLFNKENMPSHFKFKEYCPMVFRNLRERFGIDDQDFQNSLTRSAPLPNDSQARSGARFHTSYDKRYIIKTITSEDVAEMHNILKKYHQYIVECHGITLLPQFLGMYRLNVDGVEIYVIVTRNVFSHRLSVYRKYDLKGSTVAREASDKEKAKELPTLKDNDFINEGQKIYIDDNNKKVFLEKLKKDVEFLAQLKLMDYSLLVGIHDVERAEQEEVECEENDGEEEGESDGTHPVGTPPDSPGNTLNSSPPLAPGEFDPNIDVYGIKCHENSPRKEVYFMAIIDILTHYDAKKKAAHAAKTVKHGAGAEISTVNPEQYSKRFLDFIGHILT
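ADP-Glo luminescence end-point read after a 60 min room-temperature kinase reaction of PI5P4Kalpha plus substrate, initiated with ATP at 5 microM final. Buffer: 0.038 M HEPES pH 7.4, EGTA, 0.1% CHAPS, 5% DMSO.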
Mm-Cpn inhibitor – M. maripaludis TRiC chaperonin inhibition; hit rate 0.031% among 330,000; purified Mm-Cpn ATPase, ADP Transcreener TR-FRET; AID 504842; Potency, µM (series often up to 76.9 µM), inactives show at the highest dose activity, negative = inhibition, most hits filed as inhibitors; further: potency means the concentration at half of the fitted maximal effect; on the % scale 0 is the no-effect control and ±100 the full control effect; nearly all actives have a fitted effect of over 80% in size
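ATP (10 uM final) was added to archaeal chaperonin (25 nM final) after 10 min exposure to test compound at 37°C; after 30 min further incubation, ADP was detected by competitive TR-FRET.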
WRN helicase inh – blocks human WRN helicase. Q14191. WRN helicase unwinding, fluorescent forked duplex, kinetic. Potency, µM (titrated, usually from 114 µM), for the others: at the highest dose activity change, negative = inhibition, usual class: inhibitors. hit rate 0.46% among 360,000. AID 651768; further: potency means the concentration at half of the fitted maximal effect; on the % scale 0 is the no-effect control and ±100 the full control effect; nearly all actives have a fitted effect of over 55% in size
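Kinetic red-fluorescence monitoring (525/598 nm) tracks WRN helicase activity after 100 nM fluorophore-quencher forked duplex and 2 mM ATP are added to 20 nM enzyme pretreated 15 min at room temperature with compound.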
PLK1 PBD inh – blocks phosphopeptide binding to human PLK1 polo-box domain; P53350; Plk1 PBD binding of FITC phosphopeptide, fluorescence polarization; Potency, µM, for the others: max response, negative = inhibition, most hits filed as inhibitors; hit rate 2.8% among 360,000; AID 720504; further: potency means the concentration at half of the fitted maximal effect; series mostly up to about 57 µM; on the % scale 0 is the no-effect control and ±100 the full control effect; nearly all actives have a fitted effect of over 65% in size
Target sequence (P53350 whole entry, looked up, the tested form may be a part): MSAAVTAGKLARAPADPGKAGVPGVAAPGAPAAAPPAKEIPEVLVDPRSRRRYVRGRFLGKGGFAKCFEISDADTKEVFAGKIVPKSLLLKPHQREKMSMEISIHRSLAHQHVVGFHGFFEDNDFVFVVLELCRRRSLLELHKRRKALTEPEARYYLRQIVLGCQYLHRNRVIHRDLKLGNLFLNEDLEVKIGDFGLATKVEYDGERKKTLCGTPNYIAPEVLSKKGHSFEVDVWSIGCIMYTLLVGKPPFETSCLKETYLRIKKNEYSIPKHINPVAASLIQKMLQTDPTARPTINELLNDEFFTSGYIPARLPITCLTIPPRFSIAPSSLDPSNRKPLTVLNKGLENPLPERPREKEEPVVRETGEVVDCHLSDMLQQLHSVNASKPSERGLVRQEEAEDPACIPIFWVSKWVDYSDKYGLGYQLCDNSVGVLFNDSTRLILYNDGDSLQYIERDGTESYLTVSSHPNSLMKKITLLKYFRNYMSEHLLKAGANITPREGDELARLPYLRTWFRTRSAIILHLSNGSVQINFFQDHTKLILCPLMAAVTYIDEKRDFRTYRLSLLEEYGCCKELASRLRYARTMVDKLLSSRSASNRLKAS
CCT modulator – cytosolic chaperonin activity modulation; activity change, % (concentration not given with the values), hits read low; hit rate 0.3% among 360,000; purified chaperonin ATPase assay, HTRF ADP detection, 30 min; in the data active means activity change below about -30%; further: on the % scale 0 is the no-effect control and ±100 the full control effect
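TRiC (40 or 20 nM final, by batch activity) in 30 mM Tris pH 7.4, 100 mM KCl, 5 mM MgCl2, 1 mM DTT was treated with compound at 76 uM single dose, then 10 uM ATP, 30 min at 37 °C. ADP was read by HTRF Transcreener.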
EPAC1 antagonist – EPAC1 (human) antagonism; O95398; EPAC1 GEF assay, Rap1b-BODIPY-GDP exchange fluorescence; Potency, µM (highest dose often 115 µM), for the others: at the highest dose activity change, negative = inhibition, hits mostly inhibitors; hit rate 0.14% among 360,000; AID 720709;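 further: potency means the concentration at half of the fitted maximal effect; plate controls were vehicle for no effect and positive control for full effect; nearly all actives have a fitted effect of over 50% in size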
EPAC2 antagonist – EPAC2 (human) antagonism; hit rate 0.18% among 360,000; EPAC2 GEF exchange of Rap1B-BODIPY-GDP, fluorescence; Potency, µM (titrated, usually from 114 µM), without a hit: at the highest dose activity, negative = inhibition, actives largely listed as inhibitors; AID 720708; further: potency means the concentration at half of the fitted maximal effect; on the % scale 0 is the no-effect control and ±100 the full control effect; nearly all actives have a fitted effect of over 45% in size; many of its hits are not listed in these tables
* = called active by the depositor; [ ] = remark or other dose. Unless noted, the call rests on the fitted dose curve; in most records, active means well fitted curve in the direction sought with a large enough effect; inconclusive means small, poorly fitted or top-dose-only effect, or another doubt; inactive means no such curve, though single readings can be large; an effect the other way counts as inactive or inconclusive. A portion of the library. The share of hits here may be higher or lower than overall.

The first two compounds, ahead of the listing:
Screening CC(=O)N(CCCCl)C(C#N)c1ccccc1 (stereo not given) returned EPAC1 ag 6%, PI5P4Ka inh 0, Mm-Cpn inhibitor 1%, WRN helicase inh -1%, PLK1 PBD inh -3%, CCT modulator 3.0, EPAC1 antagonist -4% and EPAC2 antagonist -2%.
Screening CCOC(=O)C1CCCN(C(=S)Nc2ccc(F)cc2)C1 (stereo not given) returned EPAC1 ag -1%, PI5P4Ka inh -2, Mm-Cpn inhibitor 2%, WRN helicase inh -7%, PLK1 PBD inh -29%, CCT modulator -1.1, EPAC1 antagonist 3% and EPAC2 antagonist 3%.

The list itself, from the first entry:
Screening CC(=O)N(CCCCl)C(C#N)c1ccccc1 (stereo not given) returned EPAC1 ag 6%, PI5P4Ka inh 0, Mm-Cpn inhibitor 1%, WRN helicase inh -1%, PLK1 PBD inh -3%, CCT modulator 3.0, EPAC1 antagonist -4% and EPAC2 antagonist -2%.
Screening CCOC(=O)C1CCCN(C(=S)Nc2ccc(F)cc2)C1 (stereo not given) returned EPAC1 ag -1%, PI5P4Ka inh -2, Mm-Cpn inhibitor 2%, WRN helicase inh -7%, PLK1 PBD inh -29%, CCT modulator -1.1, EPAC1 antagonist 3% and EPAC2 antagonist 3%.
Screening CCOc1ccc(-c2c(C(=O)N/N=C/c3c[nH]c4ccccc34)nnn2-c2nonc2N)cc1 returned EPAC1 ag 3%, PI5P4Ka inh -27, Mm-Cpn inhibitor -3%, WRN helicase inh -11%[57.1 µM], PLK1 PBD inh -16%, CCT modulator -1.3, EPAC1 antagonist -17% and EPAC2 antagonist -17%.
O=C(N/N=C/c1ccco1)/C(=C/c1cccc([N+](=O)[O-])c1)NC(=O)c1ccccc1 was read as EPAC1 ag -2%, Mm-Cpn inhibitor 1%, WRN helicase inh 4%, PLK1 PBD inh -4%, CCT modulator 1.6, EPAC1 antagonist 9% and EPAC2 antagonist 9%.
Screening Cc1ccccc1-c1nnc(NC(=O)CSc2nc3ccccc3s2)s1 returned EPAC1 ag 11%, PI5P4Ka inh 1, Mm-Cpn inhibitor -6%, WRN helicase inh 2%, PLK1 PBD inh -9%, CCT modulator -1.0, EPAC1 antagonist -14% and EPAC2 antagonist -5%.
`Cc1ccc(NC(=O)CN(C)S(=O)(=O)c2cccc3nsnc23)cc1Cl` gave EPAC1 ag 2%, PI5P4Ka inh 0, Mm-Cpn inhibitor -1%, WRN helicase inh -2%, PLK1 PBD inh -8%, CCT modulator -1.0, EPAC1 antagonist -3% and EPAC2 antagonist -5%.
For CC(C)(C)C1CCC2(CC1)C(C#N)=C(SCC(=O)NC1CCCCC1)NC(=O)C2C#N (stereo not given) the results were EPAC1 ag 13%, Mm-Cpn inhibitor -2%, WRN helicase inh -9%[57.1 µM], PLK1 PBD inh -11%, CCT modulator 0.2, EPAC1 antagonist -29% and EPAC2 antagonist -18%.
For NC(=O)N1CCN(C(=O)c2ccco2)CC1 the results were EPAC1 ag 9%, PI5P4Ka inh -5, Mm-Cpn inhibitor 2%, WRN helicase inh -2%, PLK1 PBD inh -5%, CCT modulator -4.6, EPAC1 antagonist 7% and EPAC2 antagonist 6%[57.1 µM].
Screening CC(=O)NCC(=O)OCC(=O)c1ccc(C)cc1 returned EPAC1 ag 8%, PI5P4Ka inh 4, Mm-Cpn inhibitor -1%, WRN helicase inh 5%, PLK1 PBD inh -6%, CCT modulator -1.3, EPAC1 antagonist 8% and EPAC2 antagonist -4%.
Screening COc1ccc(CNC(=O)CSc2nnc3c(n2)[nH]c2ccccc23)cc1 returned EPAC1 ag 2%, PI5P4Ka inh -7, Mm-Cpn inhibitor -2%, WRN helicase inh -2%, PLK1 PBD inh -2%, CCT modulator 1.3, EPAC1 antagonist -19% and EPAC2 antagonist 0%.
CCCOc1cccc(C(=O)N(Cc2ccco2)C2CCS(=O)(=O)C2)c1 (stereo not given) was read as EPAC1 ag 12%, PI5P4Ka inh 1, Mm-Cpn inhibitor 0%, WRN helicase inh -8%, PLK1 PBD inh -12%, CCT modulator -3.1, EPAC1 antagonist -24% and EPAC2 antagonist -4%.
Screening O=C(Cn1c(=O)c2cccn2c2ccc(F)cc21)N1CCN(c2ccc(F)cc2)CC1 returned EPAC1 ag 5%, PI5P4Ka inh 5, Mm-Cpn inhibitor 0%, WRN helicase inh 10%, PLK1 PBD inh -9%, CCT modulator -5.2, EPAC1 antagonist 15% and EPAC2 antagonist -6%.
`O=C(N/N=C/C=C/c1ccccc1)NC1CCCCC1` gave EPAC1 ag 13%, PI5P4Ka inh 10, Mm-Cpn inhibitor 1%, WRN helicase inh 4%, PLK1 PBD inh -6%, CCT modulator -1.7, EPAC1 antagonist -13% and EPAC2 antagonist 0%.
`NC(=O)c1ccc(Nc2ccc3nonc3c2[N+](=O)[O-])cc1` gave EPAC1 ag 10%, PI5P4Ka inh 2, Mm-Cpn inhibitor 1%, WRN helicase inh -31%, PLK1 PBD inh -9%, CCT modulator -5.2, EPAC1 antagonist -3% and EPAC2 antagonist 0%.
CSc1ccc(CCNC(=O)CCc2nnc3ccc(N4CCCC4)nn23)cc1 was read as EPAC1 ag -4%, PI5P4Ka inh 8, Mm-Cpn inhibitor -2%, WRN helicase inh -5%, PLK1 PBD inh 1%, CCT modulator 0.0, EPAC1 antagonist -9% and EPAC2 antagonist -11%.
`O=C(CCSc1ccccc1)NCC1CCCO1` (stereo not given) gave EPAC1 ag 4%, PI5P4Ka inh 1, Mm-Cpn inhibitor 0%, WRN helicase inh -4%, PLK1 PBD inh -3%, CCT modulator -1.5, EPAC1 antagonist 2% and EPAC2 antagonist 5%.
For O=C(COc1ccc2ccccc2c1)NNC(=O)c1cnccn1 the results were EPAC1 ag -28%, PI5P4Ka inh -3, Mm-Cpn inhibitor 2%, WRN helicase inh -7%, PLK1 PBD inh 2%, CCT modulator -2.3, EPAC1 antagonist -5% and EPAC2 antagonist 7%.
Screening COc1cccc2c(=O)c3cccc(N)c3[nH]c12 returned EPAC1 ag 11%, PI5P4Ka inh -26, Mm-Cpn inhibitor -5%, WRN helicase inh inconclusive, PLK1 PBD inh -5%, CCT modulator 0.7, EPAC1 antagonist inconclusive and EPAC2 antagonist 3%.
`O=S1(=O)CC(N2CCCCC2)CN1CCc1ccccc1` (stereo not given) gave EPAC1 ag 2%, PI5P4Ka inh 0, WRN helicase inh 9%, PLK1 PBD inh -8%, CCT modulator -1.1, EPAC1 antagonist 4% and EPAC2 antagonist 9%.
For CC(C)c1c(C(=O)N/N=C/c2ccc(OCc3ccccc3)cc2)nnn1-c1nonc1N the results were EPAC1 ag 6%, PI5P4Ka inh 4, Mm-Cpn inhibitor 0%, WRN helicase inh -9%, PLK1 PBD inh -11%, CCT modulator -0.6, EPAC1 antagonist -12% and EPAC2 antagonist -9%.
COc1ccc(NC(=O)COC(=O)CC2CCCC2)cc1 was read as EPAC1 ag -1%, PI5P4Ka inh -4, Mm-Cpn inhibitor 0%, WRN helicase inh 4%, PLK1 PBD inh -1%, CCT modulator -2.3, EPAC1 antagonist 5% and EPAC2 antagonist -4%.
Screening CCCc1ccc(OCc2ccc(C(=O)N3CCSCC3)o2)cc1 returned EPAC1 ag 10%, PI5P4Ka inh 8, Mm-Cpn inhibitor 1%, WRN helicase inh -6%, PLK1 PBD inh -9%, CCT modulator -3.8, EPAC1 antagonist -9% and EPAC2 antagonist inconclusive.
`O=C(c1ccccc1)N(CCN1CCOCC1)C1(C(=O)Nc2ccccc2)CCCCC1` gave EPAC1 ag 4%, PI5P4Ka inh 3, Mm-Cpn inhibitor -2%, WRN helicase inh 4%, PLK1 PBD inh 2%, CCT modulator -1.2, EPAC1 antagonist -9% and EPAC2 antagonist -3%.
For CCCCN1C(=O)C(CC(=O)NCc2cccc3ccccc23)CC(C(=O)N(CC)CC)=C1C (stereo not given) the results were EPAC1 ag -19%, PI5P4Ka inh 3, WRN helicase inh 4%, PLK1 PBD inh -5%, CCT modulator -1.2, EPAC1 antagonist 2% and EPAC2 antagonist 3%.
For O=S(=O)(/C=C/c1ccccc1)NCCc1ccccn1 the results were EPAC1 ag 5%, PI5P4Ka inh -10, Mm-Cpn inhibitor 0%, WRN helicase inh -1%, PLK1 PBD inh -6%, CCT modulator -1.2, EPAC1 antagonist 5% and EPAC2 antagonist 5%.
Screening Cn1cc(/C=C(\C#N)C(=O)Nc2ncc(Cc3ccc(Cl)cc3)s2)c2ccccc21 returned EPAC1 ag 4%, PI5P4Ka inh 15, Mm-Cpn inhibitor -3%, WRN helicase inh -15%, PLK1 PBD inh -18%, CCT modulator -3.5, EPAC1 antagonist 14% and EPAC2 antagonist 28%.
COc1ccc(S(=O)(=O)N2CCCCC2)cc1NC(=O)CCc1cc(OC)c(OC)c(OC)c1 was read as EPAC1 ag -6%, PI5P4Ka inh -7, WRN helicase inh 7%, PLK1 PBD inh 0%, CCT modulator -2.8, EPAC1 antagonist -8% and EPAC2 antagonist 8%.
O=C(NCCCN1CCCC1=O)Nc1ccc([N+](=O)[O-])cc1 was read as EPAC1 ag -1%, PI5P4Ka inh -3, Mm-Cpn inhibitor 2%, WRN helicase inh -1%, PLK1 PBD inh 0%, CCT modulator 0.6, EPAC1 antagonist 19% and EPAC2 antagonist -9%.
For CN(Cc1cn(Cc2ccc(F)cc2)nn1)C1CN(Cc2cn(Cc3ccc(F)cc3)nn2)S(=O)(=O)C1 (stereo not given) the results were EPAC1 ag 4%, PI5P4Ka inh -1, WRN helicase inh -1%, PLK1 PBD inh -3%, CCT modulator -0.1, EPAC1 antagonist -1% and EPAC2 antagonist 1%.
Screening CCN1CNC(=S)N(C(C)c2ccccc2)C1 (stereo not given) returned EPAC1 ag 4%, PI5P4Ka inh 0, Mm-Cpn inhibitor 1%, WRN helicase inh inconclusive, PLK1 PBD inh -11%, CCT modulator -1.9, EPAC1 antagonist 17% and EPAC2 antagonist -10%.
CC1=C([N+](=O)[O-])C(c2ccccc2)C2=C(N1)c1ccccc1C2=O (stereo not given) was read as EPAC1 ag -9%, PI5P4Ka inh -1, Mm-Cpn inhibitor -4%, WRN helicase inh inconclusive, PLK1 PBD inh -23%, CCT modulator 0.8, EPAC1 antagonist inconclusive and EPAC2 antagonist -25%.
`O=C1OC/C(=C(/O)c2ccc(Cl)cc2)C1=O` gave EPAC1 ag -1%, PI5P4Ka inh -24, Mm-Cpn inhibitor -3%, WRN helicase inh 3%, PLK1 PBD inh -5%, CCT modulator -0.7, EPAC1 antagonist -8% and EPAC2 antagonist 6%.

Assay outcomes deposited in PubChem BioAssay by National Center for Advancing Translational Sciences (NCATS).
